aGlu spleen mod: lysosomal alpha-glucosidase (human) modulation. P10253. human spleen homogenate, 4-MU-alpha-glucoside fluorescence. Potency, µM (highest dose often 79.9 µM), for the others: at the highest dose activity change, negative = inhibition, most hits filed as inhibitors. 240,000 compounds, 0.006% hits. AID 2112;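 further: potency means the concentration at half of the fitted maximal effect; 0% = enzyme with vehicle and -100% = no enzyme basal signal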
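Human spleen homogenate (1 ug) with 4-methylumbelliferyl-alpha-D-glucopyranoside (1 mM final) in 50 mM citrate/phosphate pH 5.0, 0.01% Tween-20; 40 min at 37 C. Stopped at pH 10; 4-MU fluorescence Ex 365/Em 440 nm; AC50 by Hill fit.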
GAA glycogen: GAA glycogen-cleavage inhibition or activation; P10253; Potency, µM (series often up to 76.4 µM), for the others: at the highest dose activity change, negative = inhibition, most hits filed as inhibitors; recombinant GAA, glycogen substrate, Amplex Red glucose oxidase fluorescence; 300,000 compounds, 0.38% hits; AID 2100;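 further: potency means the concentration at half of the fitted maximal effect; 0% = full enzyme reaction and -100% = no-enzyme basal signal; the screen sought inhibitors and activators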
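Natural-substrate format: glycogen cleavage by 4 nM human enzyme, glucose read by Amplex Red coupling (Ex 573, Em 610 nm). Normalized to enzyme and no-enzyme controls.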
Lamin A splicing: LMNA splicing modulation; 200,000 compounds, 0.01% hits; Potency, µM (highest dose often 46.1 µM), for inactives: top-dose ratio change, negative = inhibition, usual class: inhibitors; HeLa LMNA splicing GFP/RFP minigene ratio, 48 h; active means well fitted inhibition curve with a large enough effect in the signal ratio, with a control signal flat, not every such curve was filed as active; inconclusive means small, poorly fitted or top-dose-only effect, or effect the other way, or a change in a side signal; the % refers to the signal ratio; further: potency means the concentration at half of the fitted maximal effect; on the % scale 0 is the no-effect control and ±100 the full control effect
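S3 HeLa stable clones carrying a lamin A-EGFP splicing minigene plus DsRed2 were seeded at 600 cells/well in Opti-MEM with 2% FBS, pin-dosed and incubated 48 h at 37°C. Acumen cytometry (488 nm) gave the GFP/RFP total-intensity ratio.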
HTT ATP protect: protects HTT-Q103 PC12 cells, measured by ATP; AID 1471; PC12 HTT-Q103 induced, cytoprotection, ATP luminescence, 40 h; Potency, µM (titrated, usually from 56.4 µM), for the others: cytoprotection (ATP increase), actives largely listed as activators; 230,000 compounds, 0.14% hits;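 further: potency means the concentration at half of the fitted maximal effect; % of control where 0% means no effect; nearly all actives have a fitted effect of over 45% in size; toxic huntingtin expression switched on by the ecdysone agonist tebufenozide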
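Cells were plated at 1500 per well in phenol red-free DMEM with 5% equine and 5% calf serum. Tebufenozide (100 nM final) and compounds were added, then ATPlite reagent, and luminescence was read.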
CBFb-RUNX1 inh: CBF-beta/RUNX1 interaction disruption; Potency, µM (series often up to 59.8 µM), without a hit: top-dose activity, negative = inhibition, most hits filed as inhibitors; Q01196+Q13951; 230,000 tested, under 10 active; AlphaScreen CBFb-His/RUNX1-biotin binding, biochemical; further: % of control where 0% means no effect
Target sequence (Q01196 whole entry, looked up): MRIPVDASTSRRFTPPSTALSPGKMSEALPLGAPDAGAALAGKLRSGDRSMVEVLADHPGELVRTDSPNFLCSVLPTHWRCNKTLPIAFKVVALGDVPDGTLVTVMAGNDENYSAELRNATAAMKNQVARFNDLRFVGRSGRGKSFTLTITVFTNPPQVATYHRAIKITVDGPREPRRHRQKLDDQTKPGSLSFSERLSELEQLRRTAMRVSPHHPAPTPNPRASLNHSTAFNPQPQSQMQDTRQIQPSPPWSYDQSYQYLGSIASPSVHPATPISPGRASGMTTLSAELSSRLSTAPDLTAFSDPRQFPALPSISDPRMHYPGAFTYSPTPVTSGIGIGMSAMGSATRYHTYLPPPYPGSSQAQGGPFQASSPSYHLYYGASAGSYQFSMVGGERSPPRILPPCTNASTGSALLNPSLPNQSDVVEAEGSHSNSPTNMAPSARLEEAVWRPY
Target sequence (Q13951 whole entry, looked up): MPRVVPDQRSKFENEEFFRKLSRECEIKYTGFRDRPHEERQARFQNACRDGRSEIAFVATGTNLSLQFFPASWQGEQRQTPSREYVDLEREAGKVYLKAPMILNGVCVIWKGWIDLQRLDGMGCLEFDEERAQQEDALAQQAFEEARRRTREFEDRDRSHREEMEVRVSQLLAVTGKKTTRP
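Read-out: AlphaScreen. Format: His-CBF-beta with biotinylated RUNX1 (30 nM each) preincubated 20 min, compound 15 min, Ni-chelate plus streptavidin beads 90 min; room temperature throughout.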
HttQ103 aggreg: mutant huntingtin aggregation inhibition; PC12 HttQ103-GFP aggregates, Acumen cytometry, 40 h; Potency, µM (titrated, usually from 46.1 µM), for inactives: top-dose activity change, negative = inhibition, most hits filed as inhibitors; 220,000 compounds, 1.1% hits; further: potency means the concentration at half of the fitted maximal effect; on the % scale 0 is the no-effect control and ±100 the full control effect; nearly all actives have a fitted effect of over 60% in size
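PC12/HTTQ103-GFP, ecdysone-inducible; teb 100 nM; cpd qHTS titration; GFP aggregates read on laser cytometer, Ex 488/Em 500-530 nm.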
GAA inhib: inhibitors of human lysosomal alpha-glucosidase; purified human GAA, 4-MU-alpha-glucoside fluorescence; P10253; Potency, µM (doses to about 76.9 µM), without a hit: top-dose activity change, negative = inhibition, hits mostly inhibitors; 200,000 compounds, 0.005% hits;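 further: potency means the concentration at half of the fitted maximal effect; plate controls were uninhibited enzyme wells for no effect and no-enzyme background for full effect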
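Endpoint fluorogenic read: 20 min room-temperature reaction of 4 nM human alpha-glucosidase with 400 uM 4-methylumbelliferyl-alpha-D-pyranoside, pH 5.0, quenched with 1M NaOH/1M glycine pH 10. AC50 from Hill modeling.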
An asterisk follows results filed as active; ? = inconclusive; . = no result given; [ ] = remark or other dose. Unless noted, the call rests on the fitted dose curve; in most records, active means well fitted curve in the direction sought with a large enough effect; inconclusive means small, poorly fitted or top-dose-only effect, or another doubt; inactive means no such curve, though single readings can be large; an effect the other way counts as inactive or inconclusive.

Below each compound – aGlu spleen mod, GAA glycogen, Lamin A splicing, HTT ATP protect, CBFb-RUNX1 inh, HttQ103 aggreg, GAA inhib
CN(C(=O)COc1ccccc1)c1nnc(C23CC4CC(CC(C4)C2)C3)s1
    -8%, 11%, ?, ., ?, 3%, 8%
CCn1ccnc1CN(C)Cc1nc(-c2ccccc2)no1
    -1%, -2%, ., -5%[10 µM], 1%, 4%[9.22 µM], -3%
Cc1ccc2cc(C=C(C#N)C#N)c(N3CCCCC3)nc2c1
    0%, -7%, -3%, -44%[inhibitor], 18%, 29%, -10%
Oc1c(Br)cc(Br)cc1/C=N/NC(=S)N[C@H]1CC2C=CC1C2 (stereo partly drawn)
    2%, 12%, ?, -50%[inhibitor][10 µM], -19%, -25%[9.22 µM], -18%
CC12CC3CC(C)(C1)CC(Nc1nc(N4CCOCC4)nc4ccccc14)(C3)C2
    1%, 5%, ., 1%[10 µM], 13%, 10%[9.22 µM], 15%
COC(=O)c1cc(Br)c(=O)n(Cc2cccnc2)c1
    9%, 5%, 9%, -2%, 4%, 8%[9.22 µM], -2%
COc1ccc(N=C/C=C2\C=C(c3ccccc3)OC(C)(C)O2)cc1
    -2%, ?, ?, 20%[10 µM], -14%, ?, -9%
CCOC(=O)C(CSCC(=O)c1ccc(Br)cc1)NC(=O)OC(C)(C)C (stereo not drawn)
    4%, -12%, 3%, 15%, 6%, -13%, -11%
Cc1ccccc1NC(=O)Cn1cnc2c(oc3ccccc32)c1=O
    -2%, 0%, 0%, -14%, 0%, 3%, 5%
COC(=O)C1CCN(C(=O)c2cc3c(=O)n4cccc(C)c4nc3n2Cc2ccccc2)CC1
    -2%, 12%, ., -1%[10 µM], 2%, -23%[9.22 µM], ?
CCCNC(=O)c1nnsc1S(=O)c1ccc(Cl)cc1 (stereo not drawn)
    -12%, 6%, -4%[9.22 µM], -150%[inhibitor], -2%, 11µM*, -4%
O=C(CCS(=O)(=O)c1cccs1)Nc1ccc(C(=O)NC2CCN(Cc3ccccc3)CC2)cc1
    -1%, 1%, ?, -2%, 4%, -20%, -4%
CC(C)OC(=O)CSc1nnnn1-c1ccc2c(c1)OCCO2
    -4%, 4%, 0%, 10%, 8%, -10%, -1%
Cc1[nH]n2c(=O)c3c(nc2c1-c1ccc(F)cc1)CCCC3
    0%, 19%, ?, 26%[10 µM], 10%, -15%[9.22 µM], 4%
CCN(CC)C(=O)Oc1cc(=O)n(C)c2ccccc12
    -2%, 1%, -6%, ., 4%, 15%, -14%

Below each compound – aGlu spleen mod, GAA glycogen, Lamin A splicing, HTT ATP protect, CBFb-RUNX1 inh, HttQ103 aggreg, GAA inhib
COc1cc(/C=N/NC(=S)N/N=C/c2cc(OC)c(OC)c(OC)c2)cc(OC)c1OC
    2%, 2%, -14%, -24%[10 µM], -6%, -10%, 5%
COc1cccc(NC(=S)C(C#N)=C2N(C)c3ccccc3N2C)c1
    -8%, -6%, -2%[46 µM], ?, 6%, 14%, -5%
COCCCNC(=S)NCCc1ccc(F)cc1
    6%, 2%, ., -20%, 2%, 3%, 1%
CCOC(=O)CCN1C(=O)[C@@H]2[C@H]3C(=CC[C@H]2C1=O)C(=O)[C@H]1O[C@H]1[C@H]3O
    -20%[17.4 µM], ., ., -2%[10 µM], -4%[13.1 µM], ., .
O=C(CSc1ccc(-c2ccccc2)nn1)c1ccccc1
    3%, -1%, -1%, -30%[10 µM], 12%, 10%, 2%
Cc1cc(C(=O)CN2C(=O)c3ccccc3C2=O)c(C)n1Cc1cccs1
    -4%, 4%, ?, -17%[10 µM], 2%, -8%, -4%
N#Cc1c(NC(=O)C2CC(Cl)=CCC2C(=O)O)sc2c1CCCC2 (stereo not drawn)
    -2%, 2%, ., ., 4%, ., 13%
Cc1cccc(NC(=O)/C(C#N)=C\c2ccc(C(=O)O)cc2)c1
    -3%, -5%, ., -26%, 2%, -7%, -8%
Cc1ccc(NC(=O)CN2C(=O)S/C(=C\C(=O)Nc3ccc(Cl)cc3)C2=O)cc1
    -5%, -11%, -2%, ., 1%, 14%, 7%
CCOC(=O)COc1c(Cl)cc(C2NC(=S)NC(c3ccccc3)=C2C(C)=O)cc1OCC (stereo not drawn)
    -4%, 6%, -7%, -10%[10 µM], -10%, -2%, 2%
CCOC(=O)C1CCN(C(=O)CCS(=O)(=O)c2ccc3c(c2)CC(C)N3C(=O)CC)CC1 (stereo not drawn)
    1%, -3%, 25%[9.22 µM], -12%, -3%, -4%, -1%
c1ccc(C2C3=C(Nc4ncnn42)c2ccccc2CCC3)cc1 (stereo not drawn)
    -1%, 4%, 5%, -7%[0.074 µM], 1%, 20%[9.22 µM], ?
CCNc1ncc2nc(-c3ccc(F)cc3)c(=O)n(CCc3ccccc3)c2n1
    5%, ., ?, -58%[inhibitor], ., ., .
COc1ccc(NC(=O)CSc2nnc(NC(=O)c3ccc(S(=O)(=O)N4CCOCC4)cc3)s2)cc1
    4%, -4%, 15%, ., 0%, 14%, 5%
CC1=C(C(=O)OC(C)C)C(c2ccccc2)NC(=S)N1C (stereo not drawn)
    -5%, 0%, ?, -14%[10 µM], -7%, 2%, -4%

Below each compound – aGlu spleen mod, GAA glycogen, Lamin A splicing, HTT ATP protect, CBFb-RUNX1 inh, HttQ103 aggreg, GAA inhib
CCOc1cc(/C=N/N=C(\N)c2nonc2N)cc(Br)c1OCc1cccc2ccccc12
    -6%, 7%, 1%, -73%[inhibitor], -3%, ?, -2%
CC(C)CC(c1nnnn1C(C)C)N1CCN(c2cccc(Cl)c2)CC1 (stereo not drawn)
    -2%, -4%, 10%, -22%, -4%, -26%, ?
Cc1cccc(OCc2nc(C#N)c(NCc3ccc4c(c3)OCO4)o2)c1
    4%, 17%, 10%, -8%[10 µM], ?, ?, -8%
COc1ccc(CCCC(=O)N/N=C/c2ccccc2OC)cc1
    1%, -3%, 25%[46 µM], ?, -1%, 6%, -6%
C=CCn1c(C)cc(C(=O)COC(=O)COc2ccccc2C#N)c1C
    -8%, -2%, 5%, -22%[10 µM], -10%, 2%, 4%
CC(C)n1cnc2c(Nc3cccc(Cl)c3)nc(N(CCO)CCCO)nc21
    7%, -5%, ., -12%[10 µM], 2%, 10%[9.22 µM], .
Cc1cc(/C=N/NC(=O)c2ccsc2)c(C)n1-c1cnccn1
    -22%, -25%, 25%[46 µM], -46%[inhibitor][1.9 µM], -8%, 8%[9.22 µM], 14%
CN(C)S(=O)(=O)c1ccc(Cl)c(NC(=O)COC(=O)CCC(=O)c2cccs2)c1
    -4%, 0%, ., -6%[10 µM], 6%, 9%[9.22 µM], 5%[15.4 µM]
Cc1cc2c3c(cccc3n1)C(=O)c1ccccc1-2
    -1%, ., ., -113%[inhibitor], -26%, ., .
CCn1ccc(C(=O)Nc2ccc(N(C)C(C)=O)cc2)n1
    -3%, -4%, 8%, -15%, -3%, -3%, -4%
CCOC(=O)CSc1nnc(CSc2nc3ccccc3c(=O)[nH]2)n1-c1ccccc1
    -8%, -2%, -4%, 3%, -11%, -4%, -2%
O=c1ccccn1Cc1ccccc1F
    -4%, -2%, 4%, -21%[0.074 µM], 3%, 0%[9.22 µM], -5%
Cc1cc(N2CCN(c3ccc(F)cc3)CC2)nc(-c2ccccc2)n1
    0%, -9%, ?, 24%[10 µM], 0%, -2%, 3%
CCOc1ccccc1C(=O)Nc1cc(OC)ccc1OC
    2%, -1%, ?, -52%[inhibitor], 3%, -25%, 5%
CCN1C(=O)N[C@H](c2ccccc2)C(C(C)=O)=C1C
    -7%[17.4 µM], ., -2%[9.22 µM], 13%[10 µM], 9%[13.1 µM], ., .

Below each compound – aGlu spleen mod, GAA glycogen, Lamin A splicing, HTT ATP protect, CBFb-RUNX1 inh, HttQ103 aggreg, GAA inhib
Cc1cccc(NC(=S)N(CCCN(C)C)Cc2cc3cc4c(cc3[nH]c2=O)OCO4)c1
    -5%, -9%, 1%[46 µM], 35%[10 µM], 0%, 16%[9.22 µM], ?
Cc1cc(C)cc(Nc2cnn(C34CC5CC(CC(CC(=O)O)(C5)C3)C4)c(=O)c2Cl)c1
    1%, -4%, -4%, -8%, 1%, 12%, -7%
COc1ccccc1N(C(C)=O)C1SC(=O)N(c2ccccc2)C1=O (stereo not drawn)
    -3%, -3%, 0%, 12%, -2%, -1%, 0%
CCNC(=O)N1C(CC(=O)OCC)C(=O)NC2CCCCC21 (stereo not drawn)
    8%, 7%, 23%, 11%, 5%, -16%, -21%
Cc1ccc(C)c(S(=O)(=O)N2CCN(C(=O)c3cnccn3)CC2)c1
    -2%, 9%, 5%, 8%, 1%, 6%, -9%
CCOC(=O)/C(C#N)=C/Nc1ccsc1C(C)=O
    -7%, -1%, ., 11%[10 µM], 1%, -5%[9.22 µM], .
CN(Cc1nc2ccccc2n1C)S(=O)(=O)c1ccc(F)cc1
    -10%, -1%, -12%, 4%[10 µM], 14%, 12%, 1%
O=C(Cn1nc(Cc2cccnc2)c2ccccc2c1=O)Nc1cccnc1Cl
    -8%, 5%, ., -28%, 10%, -11%, .
COc1ccccc1N1CCN(C(=O)c2cccc(N3C(=O)NC4CC3(C)Oc3ccccc34)c2)CC1 (stereo not drawn)
    -6%, 6%, 3%, 8%, 6%, 3%, -10%
CCc1[nH]nc2c1C(c1ccc(C)o1)C(C#N)=C(N)O2 (stereo not drawn)
    7%, 6%, ., -3%[10 µM], 0%, 12%[9.22 µM], 9%
COc1ccc(C(=O)CSc2nnc(CC(=O)Nc3ccccc3OC)n2C)cc1
    9%, 1%, -28%[46 µM], -36%, -5%, ?, 5%
O=c1nc(-c2ccccc2)cc(-c2ccccc2)[nH]1
    7%, 9%, 18%, -5%[10 µM], 3%, 12%, -5%
COc1ccc(OC)c(C2NC(=S)NC(C)=C2C(=O)Nc2ccccn2)c1 (stereo not drawn)
    -5%, -21%, 7%[46 µM], 0%[10 µM], -4%, 1%[9.22 µM], -6%
O=C(CSc1ncccn1)N/N=C/c1cccc(OC2CSC2)c1
    -3%, -2%, 9%[9.22 µM], -41%[inhibitor], -3%, -2%, 2%
Cc1ccnc(NS(=O)(=O)c2cc([N+](=O)[O-])ccc2C)c1
    -1%, 2%, ., -3%, 8%, -3%, -7%

Screening data: PubChem, National Center for Advancing Translational Sciences (NCATS)
